Tau fibril ThT: qHTS for Inhibitors of Tau Fibril Formation, Thioflavin T Binding; Microtubule-associated protein tau (Homo sapiens), P10636; recombinant tau K18 P301L (four-repeat tau fragment), heparin-induced fibrillization, ThT fluorescence; Potency, µM (titrated, usually from 57.4 µM), for the others: at the top dose activity, negative = inhibition, usual class: inhibitors; 270,000 compounds, 2.1% hits; AID 1460, 2008; also: nearly all actives have a fitted effect of over 55% in size
Target sequence (P10636 561-689 P618L limits assumed): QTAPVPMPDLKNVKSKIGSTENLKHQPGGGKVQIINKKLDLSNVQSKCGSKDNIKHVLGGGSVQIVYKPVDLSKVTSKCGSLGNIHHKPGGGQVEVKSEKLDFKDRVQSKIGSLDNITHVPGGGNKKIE
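In this qHTS, human K18 P301L tau is incubated with compound and heparin for 6 hr at 37 C, and Thioflavin T fluorescence then reports fibril load.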
TR SRC2 fluor cs: Total Fluorescence Counterscreen for Inhibitors of the Interaction of Thyroid Hormone Receptor and Steroid Receptor Coregulator 2. TRb/SRC2 Texas Red total fluorescence interference. Potency, µM (series often up to 106 µM), inactives show top-dose fluorescence change, negative = quenching. 280,000 compounds, 0.29% hits; active = well fitted curve in either direction with a large enough effect; inconclusive = small, poorly fitted or top-dose-only effect
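Flags fluorescent or light-absorbing compounds by total fluorescence, S + 2P, at 555 nm excitation and 632 nm emission. Mixture: 20 nM Texas Red SRC2 peptide, 0.6 uM human TRb LBD, 1 uM T3, 5% DMSO; compound exposure 5 h at ambient temperature.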
L3MBTL1 block: qHTS Assay for the Inhibitors of L3MBTL1; AlphaScreen L3MBTL1–H3K9me1 peptide binding; Potency, µM (highest dose often 57.1 µM), for inactives: at the top dose activity, negative = inhibition, most hits filed as inhibitors; 230,000 compounds, 0.66% hits; also: nearly all actives have a fitted effect of over 60% in size
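Displacement of a biotinylated histone H3(1-15) peptide monomethylated at Lys9 (75 nM) from L3MBTL1 (50 nM) was measured by AlphaScreen after a 30 min room-temperature compound incubation; cefsulodin titration served as intraplate control.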
TRb-SRC2 inh: qHTS for Inhibitors of the Interaction of Thyroid Hormone Receptor and Steroid Receptor Coregulator 2; Thyroid hormone receptor beta (Homo sapiens), P10828; TRbeta-SRC2 peptide binding, fluorescence polarization; receptor liganded with 1 µM T3; Potency, µM (titrated, usually from 106 µM), for the others: top-dose activity change, negative = inhibition, actives largely listed as inhibitors; 280,000 compounds, 0.065% hits; AID 1469, 2008;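 also: plate controls were bound peptide for no effect and peptide without receptor for full effect; nearly all actives have a fitted effect of over 50% in size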
Target sequence (P10828 whole entry, looked up): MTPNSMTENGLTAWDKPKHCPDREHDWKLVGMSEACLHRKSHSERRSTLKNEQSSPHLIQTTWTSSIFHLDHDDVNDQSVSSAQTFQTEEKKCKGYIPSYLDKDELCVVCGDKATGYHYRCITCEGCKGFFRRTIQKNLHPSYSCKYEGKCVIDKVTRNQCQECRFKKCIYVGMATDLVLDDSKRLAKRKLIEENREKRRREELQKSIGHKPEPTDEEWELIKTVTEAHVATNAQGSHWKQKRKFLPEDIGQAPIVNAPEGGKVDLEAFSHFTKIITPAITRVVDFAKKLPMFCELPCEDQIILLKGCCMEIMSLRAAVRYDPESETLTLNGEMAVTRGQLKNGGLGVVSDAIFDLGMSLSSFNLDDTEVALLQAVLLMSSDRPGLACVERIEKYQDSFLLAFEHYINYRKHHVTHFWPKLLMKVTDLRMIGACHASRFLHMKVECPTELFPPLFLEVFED
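TRb LBD 0.6 uM + Texas Red SRC2 peptide 20 nM, 1 uM T3, Tris buffer w/ 5% DMSO; compound pinned, 5 h RT; FP read ex 555/em 632; normalized to unbound and bound controls.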
RECQ1 helicase: qHTS Assay for Inhibitors of RecQ-Like Dna Helicase 1 (RECQ1); AID 2549, 2010; ATP-dependent DNA helicase Q1 (Homo sapiens), P46063; 240,000 compounds, 0.54% hits; RECQ1 DNA unwinding, red fluorescence kinetic read; Potency, µM (titrated, usually from 57.3 µM), inactives show top-dose activity, negative = inhibition, actives largely listed as inhibitors;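 also: plate controls were vehicle for no effect and no enzyme for full effect; nearly all actives have a fitted effect of over 30% in size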
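50 nM RECQ1T1 preincubated 15 min with compound in Tris pH 8.0 buffer with MgCl2, DTT, Tween-20 and 2.5 ug/ml poly(dI-dC); started with 200 nM TAMRA/BHQ-2 forked duplex and 2 mM ATP. Unwinding read as fluorescence (525/598 nm), two reads 2 h apart.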
RGS12 GoLoco inh: qHTS Assay for Inhibitors of RGS12 GoLoco Motif Activity (Red Fluorophore). 230,000 compounds, 0.44% hits. AID 880, 2007. Potency, µM (doses to about 61.6 µM), without a hit: top-dose activity, negative = inhibition, hits mostly inhibitors. Gai1:RGS12 GoLoco peptide FP, rhodamine, 10 min; active = well fitted inhibition curve with a large enough effect, not every such curve was filed as active; inactive = no such curve, though single readings can be large or run the other way; also: nearly all actives have a fitted effect of over 30% in size; many of its hits are not listed in these tables
Target sequence (P63096 whole entry, looked up): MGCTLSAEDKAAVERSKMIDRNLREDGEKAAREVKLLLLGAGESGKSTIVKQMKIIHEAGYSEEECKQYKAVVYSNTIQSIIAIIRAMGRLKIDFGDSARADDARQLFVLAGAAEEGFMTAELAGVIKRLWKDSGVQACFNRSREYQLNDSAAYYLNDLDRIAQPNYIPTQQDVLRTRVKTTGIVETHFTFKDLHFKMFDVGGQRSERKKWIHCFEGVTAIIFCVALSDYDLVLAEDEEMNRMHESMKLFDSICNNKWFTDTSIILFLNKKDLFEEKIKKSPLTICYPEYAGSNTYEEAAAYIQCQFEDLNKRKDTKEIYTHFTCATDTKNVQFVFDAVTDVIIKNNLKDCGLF
Tau FP inhib: qHTS for Inhibitors of Tau Fibril Formation, Fluorescence Polarization; Microtubule-associated protein tau (Homo sapiens), P10636; K18 P301L tau heparin fibrillization, Alexa594 FP, 6 h; Potency, µM (doses to about 57.7 µM), inactives show at the highest dose activity, negative = inhibition, actives largely listed as inhibitors; 280,000 compounds, 0.39% hits; also: nearly all actives have a fitted effect of over 55% in size
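Quantitative HTS format: compounds meet 15 uM recombinant K18 P301L tau and Alexa 594-tau tracer in 100 mM sodium acetate pH 7; 20 uM heparin triggers fibrillization at 37 C over 6 hr; FP gives the signal.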
KDM4E inh: qHTS Assay for Inhibitors of Human Jumonji Domain Containing 2E (JMJD2E); JMJD2E catalytic domain, FDH-coupled NADH fluorescence (FDH is formaldehyde dehydrogenase); Potency, µM (top dose mostly 57.1 µM), for inactives: at the highest dose activity change, negative = inhibition, actives largely listed as inhibitors; 230,000 compounds, 1.6% hits; active = well fitted inhibition curve with a large enough effect, not every such curve was filed as active; inconclusive = small, poorly fitted or top-dose-only effect, or another doubt; inactive = no such curve, though single readings can be large or run the other way;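 also: 0% = wells with enzyme and -100% = buffer wells without enzyme; nearly all actives have a fitted effect of over 50% in size; many of its hits are not listed in these tables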
Numbers without * were called inactive; i = inactive; ? = inconclusive; nt = not tested or not shown; & = joins results of further samples; [ ] = another dose, or the depositor's remark. Unless noted, calls follow the shape of the dose curve; as a rule, active = well fitted curve in the direction sought with a large enough effect; inconclusive = small, poorly fitted or top-dose-only effect, or another doubt; inactive = no such curve, though single readings can be large; an effect the other way counts as inactive or inconclusive. Unless noted, % is scaled to controls: 0 for no effect and ±100 for the full control effect; potency is read from the fitted curve at half-maximal effect.

SMILES,Tau fibril ThT,TR SRC2 fluor cs,L3MBTL1 block,TRb-SRC2 inh,RECQ1 helicase,RGS12 GoLoco inh,Tau FP inhib,KDM4E inh
O=C(COC(=O)CCS(=O)(=O)c1ccc(Cl)cc1)Nc1ncc(Cl)cc1Cl,-14%,2%,6%,-1%,i,9%,-7%,?
CNc1ccc(-c2nc(-c3ccncc3)no2)cc1[N+](=O)[O-],10%,0%,nt,6%,nt,nt,-1%,nt
CC1=NN(C(=O)c2ccc(C)o2)C(O)(c2ccccc2)C1 (stereo not given),-9%,0%,-2%,10%,i,1%,-5%,1%
Cc1[nH]c2ccccc2c1C(=O)CN1CCCCC1CCO (stereo not given),-16%,0%,-6%,9%,-1%,1%,-1%,-11%
COc1c(C)cc(S(=O)(=O)N2CCCC2)c(C)c1C,-8%,-1%,nt,11%,-10%,-9%,-4%,-3%
CCN(Cc1cc2ccccc2[nH]c1=O)C(=O)C(C)C,-7%,-3%,0%,-3%,-3%,5%,2%,?
CCOC(=O)c1cc(C(O)(C(F)(F)F)C(F)(F)F)c(/N=C/N(C)C)o1,-3%,-2%,9%,-2%,i,1%,-6%,9%
O=C(O)C1CC(=O)N(Cc2ccc(F)cc2)C1 (stereo not given),9%,-7%,nt,-3%,-19%,14%,-8%,7%
Cc1cccc(C)c1NC(=O)CSc1nnc(NC(=O)c2ccccc2C(=O)O)s1,5%,0%,0%,2%,-12%,-1%,-20%,-12%
O=C(COC(=O)c1ccccc1Cl)NCCC1=CCCCC1,-8%,-2%,27%,2%,-4%,3%,9%,-5%
c1ccc(CN2CCN(Cc3cn4cccnc4n3)CC2)cc1,-6%,0%,nt,-6%,-3%,0%,-5%,?
C[C@@]12CCC=C[C@H]1[C@H](c1ccc(F)c(/C=C/c3ccccc3)c1)N(Cc1ccccc1)C2=O,-7%,-1%,nt,-4%,i,4%,-11%,?
CCC(C)(C)n1nnnc1CN1CCN(c2nc3ccc(C)cc3cc2C#N)CC1,?,-3%,7%,0%,0%,14%,-6%,?
COc1ccc(CCNC(=O)COc2ccc([N+](=O)[O-])cc2)cc1,-16%,-2%,9%,-1%,i,2%,-8%,6%
CC(=O)N1C=CN(C(C)=O)C(c2cn(C)c3ccccc23)C1c1cn(C)c2ccccc12 (stereo not given),-22%,-10%,-1%,5%,-6%,1%,3%,4%
CC(C)C[C@H](NC(=O)c1[nH]cnc1C(=O)N[C@@H](C)C(=O)OC(C)(C)C)C(=O)OC(C)(C)C,-10%,-3%,nt,7%,?,4%,-13%,-4%
Cc1csc(SCC(=O)NCc2cccc(Cl)c2)n1,0%,-2%,0%,1%,-3%,-4%,2%,2%
CCN(CC)CCCN1C(=O)C(=O)/C(=C(/O)c2cc(C)ccc2C)C1c1cccnc1 (stereo not given),-4%,1%,1%,-5%,6%,5%,5%,2%
Cc1cccc(-c2noc(-c3ccccc3C(=O)NCC3CCCO3)n2)c1 (stereo not given),2%,5%,9%,6%,-5%,64%[activator],4%,-3%
O=C1C=C(O)c2c(O)cccc2C1=O,?,-11%,nt,-4%,?,-1%,-4%,6.3µM*
COc1ccc(C(C)NC(=O)c2ccccc2Br)cc1OC (stereo not given),-1%,-4%,3%[11.4 µM],3%,-7%,-10%,2%,-14%
CSc1ccc(Cl)c(C(=O)OCC(=O)N2CCOCC2)c1,1%,-2%,-2%,2%,-2%,-2%,6%,?
Cc1ccc(C2=NN(C(=O)CCC(=O)O)C(c3cn(-c4ccccc4)nc3-c3ccc(C)cc3)C2)cc1 (stereo not given),?,2%,nt,2%,-4%,5%,-11%,?
O=[N+]([O-])c1cnc2ccccc2c1,6%,-5%,-6%,5%,-2%,6%,6%,5%
O=C(CN1CCCCCC1)NCc1ccccc1,2%,3%,12%,0%,i,-5%,4%,1%
O=C(Cn1nc(C(F)(F)F)c2c1CCCC2)Nc1cccc(Cl)c1,-4%,-20%,nt,5%,nt,nt,?,nt
CC(C)C[C@H](NC(=O)c1nc[nH]c1C(=O)NCc1ccccc1)C(=O)OCc1ccccc1,-7%,0%,-11%,11%,-30%,-2%,?,-3%
Cc1nnc(SCC(=O)N2CCCCCC2)n(N)c1=O,2%,-1%,3%,5%,-3%,-4%,3%,-10%
Cc1ccc(NC(=O)Cn2nnnc2-c2ccccc2N)cc1,-1%,0%,nt,-4%,nt,nt,7%,nt
O=C(Nc1ccc(N2CCCC2)c(Cl)c1)c1ccccc1[N+](=O)[O-],-17%,?,-4%,-2%,-10%,8%,?,-4%
Nn1c(SCc2ccccc2)nnc1-c1ccccn1,5%,-3%,-25%,-9%,2%,6%,2%,9%
COc1ccc(-n2nnnc2SCC(=O)Nc2cccc(NC(C)=O)c2)cc1OC,-11%,-3%,3%,-2%,i,4%,-11%,-1%
COc1ccccc1NC(=O)N1CCC(c2nc3ccccc3o2)CC1,-11%,-6%,nt,-2%,-17%,4%,12%,-7%
CCNc1nc(Oc2ccc(C(=O)OCC)cc2)nc(N2CCOCC2)n1,-7%,-3%,9%,-8%,-1%,89%[activator],-4%,0%
COc1ccc(/C=C/C(=O)NCC2COc3ccccc3O2)cc1OC (stereo not given),?,6%[53 µM],-8%,15%[53 µM],i,10%,-12%,-6%
COc1ccc(CN2CCNC(=O)C2CC(=O)NCc2ccc(C)s2)c(OC)c1 (stereo not given),-9%,1%[53 µM],-9%,-2%[53 µM],?,17%,5%,?
Cc1[nH]c2ccccc2c1/C=N/Nc1ccc([N+](=O)[O-])cc1,0%,-6%,-23%,-2%,-10%,nt,4%,0%
CN=C(Nc1ccc(Cl)cc1)c1cccc(C(F)(F)F)c1,-5%,1%,4%,-1%,-1%,-2%,-3%,0%
CCCCCc1ccc(CC(=O)Nn2c(C)nc3ccccc3c2=O)cc1,-14%,1%,nt,8%,-1%,-2%,4%,-10%
CCC(=O)NC(c1cccc([N+](=O)[O-])c1)c1c(O)ccc2ccccc12 (stereo not given),1%,0%[53 µM],?,2%[53 µM],i,-8%,3%,-5%
CCn1cc(C(=O)N2CCN(c3ccc(C(C)=O)cc3)CC2)c2cc(OC)c(OC)cc2c1=O,2%&-6%,-2%&-3%,1%,-2%&-7%,0%,1%,-2%&-8%,?
COc1ccc(C(C)(C)C)cc1S(=O)(=O)N1CCN(C)CC1,-12%,0%,0%,-10%,i,3%,-2%,7%
CC(C)=CCC/C(C)=C/CO/N=C1/C[C@@H](O)[C@@H](O)[C@@H]2[C@@H]3C(=O)N(Cc4ccc5c(c4)OCO5)C(=O)[C@H]3CC[C@H]12,-7%[11.5 µM],-1%[11.2 µM],nt,-7%[11.2 µM],-7%[11.5 µM],nt,-1%[11.6 µM],nt
CC(O)Cn1cnc2c1c(=O)n(C)c(=O)n2C (stereo not given),-3%,-6%,-4%,-3%,-9%,-10%,-3%,-2%
COc1nc(-c2cnccn2)sc1C,1%,-2%,19%,7%,?,8%,4%,-5%
CCCCC(=O)OCC(=O)Nc1ccc(OC(F)F)cc1,-5%,0%,13%,3%,-2%,6%,-2%,-8%
Cc1sc2nc(SCC(=O)c3cccs3)n(Cc3ccco3)c(=O)c2c1C,-2%,-3%,-1%,-3%,-1%,9%,2%,-5%
CCc1nn(CC(=O)NCCCN(CC)CC)c(=O)c2cc3occc3n12,1%,-1%,nt,0%,nt,nt,-4%,nt

Single records, as listed above.
Entry for COc1nc(-c2cnccn2)sc1C = Tau fibril ThT: 1%; TR SRC2 fluor cs: -2%; L3MBTL1 block: 19%; TRb-SRC2 inh: 7%; RECQ1 helicase: ?; RGS12 GoLoco inh: 8%; Tau FP inhib: 4%; KDM4E inh: -5%
Entry for CCc1nn(CC(=O)NCCCN(CC)CC)c(=O)c2cc3occc3n12 = Tau fibril ThT: 1%; TR SRC2 fluor cs: -1%; L3MBTL1 block: nt; TRb-SRC2 inh: 0%; RECQ1 helicase: nt; RGS12 GoLoco inh: nt; Tau FP inhib: -4%; KDM4E inh: nt

Next section.
SMILES,Tau fibril ThT,TR SRC2 fluor cs,L3MBTL1 block,TRb-SRC2 inh,RECQ1 helicase,RGS12 GoLoco inh,Tau FP inhib,KDM4E inh
COc1ccc(-c2cn3c(C)c(C(=O)Nc4cc(NC(C)=O)ccc4OC)sc3n2)cc1,?,-1%,-5%,4%,0%,-8%,-2%,-2%
Cn1c(Cn2c(=O)sc3ccccc32)nnc1SCC(=O)N1CCCc2ccccc21,-1%,-3%,28%,1%,-4%,4%,-10%,-3%
COCCNC(=O)CN1C(=O)CC(C)(C)S(=O)(=O)c2ccccc21,-2%,-2%,nt,-9%,-9%,4%,2%,-3%
O=C(NCc1ccc2[nH]c3c(c2c1)CCCC3)c1ccc(S(=O)(=O)N2CCCCC2)cc1,-6%,-2%,-12%,7%,-11%,3%,?,-2%
COc1cccc(N2CN(C3CCCCC3)CNC2=S)c1,-14%,0%,0%,6%,-1%,6%,-5%,-4%
COc1cccc(C(=O)NN2C(=O)C3C4C=CC(O4)C3C2=O)c1 (stereo not given),-9%,0%,nt,2%,-10%,-13%,0%,-4%
CCN1CCSc2ccc(C(=O)Nc3ccc(NC(C)=O)cc3)cc21,?,-6%,nt,-6%,-14%,-2%,-6%,?
COc1cccc(C(=O)COC(=O)C(C)N2C(=O)C3C4C=CC(C4)C3C2=O)c1 (stereo not given),-8%,-3%,nt,-9%,2%,-25%,-10%,-8%
O=C(O)c1ccc2c(c1)C(=O)N(c1nccs1)C2=O,nt,0%,nt,-6%,17%,-2%,1%,6%
O=C1NC(c2ccncc2)Nc2ccccc21 (stereo not given),-6%,1%,2%,0%,-10%,nt,1%,?

Screening data: PubChem BioAssay, National Center for Advancing Translational Sciences (NCATS)

This is a subset, so the mix of outcomes need not match the whole.
